Screening data: PubChem BioAssay, National Center for Advancing Translational Sciences (NCATS)
L3MBTL1 inh = inhibitors of human L3MBTL1; Q9Y468; AlphaScreen L3MBTL1–H3K9me1 peptide binding; Potency, µM (doses to about 57.1 µM), for inactives: at the top dose activity, negative = inhibition, most hits filed as inhibitors; hit rate 0.66% among 230,000; AID 485360; active means well fitted inhibition curve with a large enough effect; inconclusive means small, poorly fitted or top-dose-only effect; inactive means no such curve, though single readings can be large or run the other way; further: nearly all actives have a fitted effect of over 60% in size
Target sequence (Q9Y468 whole entry, looked up): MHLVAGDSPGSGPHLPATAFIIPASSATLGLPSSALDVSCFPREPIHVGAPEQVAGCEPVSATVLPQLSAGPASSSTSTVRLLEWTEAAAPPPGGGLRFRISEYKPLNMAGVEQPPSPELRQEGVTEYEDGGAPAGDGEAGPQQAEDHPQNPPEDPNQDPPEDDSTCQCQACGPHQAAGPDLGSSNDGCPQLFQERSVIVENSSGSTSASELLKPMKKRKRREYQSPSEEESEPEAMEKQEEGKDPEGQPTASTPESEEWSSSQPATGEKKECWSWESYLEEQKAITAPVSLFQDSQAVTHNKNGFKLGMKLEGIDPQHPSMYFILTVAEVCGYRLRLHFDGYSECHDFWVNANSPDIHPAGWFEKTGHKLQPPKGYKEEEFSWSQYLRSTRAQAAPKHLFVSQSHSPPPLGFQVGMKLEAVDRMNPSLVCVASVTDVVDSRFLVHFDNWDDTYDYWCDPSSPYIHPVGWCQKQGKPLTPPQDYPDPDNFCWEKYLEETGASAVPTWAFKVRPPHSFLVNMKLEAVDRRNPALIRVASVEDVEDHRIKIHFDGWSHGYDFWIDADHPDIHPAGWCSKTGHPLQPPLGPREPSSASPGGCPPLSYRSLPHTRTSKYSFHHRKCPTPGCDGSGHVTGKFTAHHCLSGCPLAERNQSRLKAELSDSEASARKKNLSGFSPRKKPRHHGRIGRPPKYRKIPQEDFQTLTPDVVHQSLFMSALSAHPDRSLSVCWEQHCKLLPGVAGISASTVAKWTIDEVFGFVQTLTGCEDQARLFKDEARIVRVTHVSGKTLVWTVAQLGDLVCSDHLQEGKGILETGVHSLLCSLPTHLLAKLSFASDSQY
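Displacement of a biotinylated histone H3(1-15) peptide monomethylated at Lys9 (75 nM) from L3MBTL1 (50 nM) was measured by AlphaScreen after a 30 min room-temperature compound incubation; cefsulodin titration served as intraplate control.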
Starred values were filed as active, the others as inactive; u = inconclusive; [ ] = dose if it differs, or a comment. On the % scale 0 is the no-effect control and ±100 the full control effect; potency means the concentration at half of the fitted maximal effect. Not all compounds are listed; count on the stated rates, not on these rows.

smiles	L3MBTL1 inh
NS(=O)(=O)c1ccc(-c2ccc(C=C3C(=O)NC(=S)NC3=O)o2)cc1	u
COC(=O)C1=C(c2cccc(OCc3ccccc3)c2)C[C@@H]2CC[C@H]1N2C(=O)NCCc1ccc(F)cc1	-6%
CC(C)C[C@H]1C(=O)N2CCC[C@H]2[C@]2(O)O[C@](NC(=O)[C@@H]3C=C4c5cccc6[nH]cc(c56)C[C@H]4N(C)C3)(C(C)C)C(=O)N12	-23%
N[C@@H](Cc1ccccc1)C(=O)N1C[C@H]2C[C@@H](C1)c1cccc(=O)n1C2	-4%
NS(=O)(=O)c1ccc(-c2ccc(C=C3C(=O)NC(=O)NC3=O)o2)cc1	11%
C[C@]12CC[C@H](O)CC1=C([N+](=O)[O-])CC1C2CC[C@@]2(C)C1CC[C@@H]2O (stereo partly specified)	0%
CCOc1ccc(CN2CCN(C(=O)Cc3ccccc3)CC2)cc1	0%
COC(=O)C1=C(c2ccc(OC)c(OC)c2)C[C@@H]2CC[C@H]1N2C(=O)N1CCC(C)CC1	2%
Fc1ccc(CNCCc2c[nH]c3ccccc23)cc1	-11%
COC(=O)C1=C(c2ccc(OC)c(OC)c2)C[C@@H]2CC[C@H]1N2C(=O)NCCCOC(C)C	-4%
COc1cccc(NC2=NCCCS2)c1	-7%
CCOC(=O)[C@@H]1[C@H]2COc3ccc(Br)cc3[C@@H]2N2C(=O)N(c3cccc(C)c3)C(=O)[C@]12C	-8%
COc1cc(/C=C/[N+](=O)[O-])ccc1OC(=O)c1cccnc1	-8%
COC(=O)C1=C(c2ccc(F)cc2OCc2ccccc2)C[C@@H]2CC[C@H]1N2C	-5%
CC1CCC(C)(NS(=O)(=O)OCC(Cl)(Cl)Cl)CC1 (stereo unspecified)	10%
CC(Cc1ccccc1)NC(=O)C(c1ccc(N)cc1)c1ccc(N)cc1 (stereo unspecified)	-5%
Fc1ccc(C[n+]2c(-c3ccccc3)cc(-c3ccccc3)cc2-c2ccccc2)cc1	-5%
Cc1ccc(C2=NCC(=O)Nc3ccc(Br)cc32)cc1	-4%[2.29 µM]
CCCNC(=O)N1[C@H]2CC[C@@H]1C(C(=O)OC)=C(c1ccc(Cl)c(C(F)(F)F)c1)C2	-4%
C/C=C1/C[C@@H](C)[C@](O)(CO)C(=O)OCC2=CCN3CC[C@@H](OC1=O)[C@@H]23	-8%
C#C[C@]1(O)[C@H](O)CC2C3CC[C@H]4C[C@@H](O)CC[C@]4(C)C3CC[C@@]21C (stereo partly specified)	-5%
Cc1cc(OCC(=O)NCC2CCC(C(=O)O)CC2)c2c3c(c(=O)oc2c1)CCC3 (stereo unspecified)	-3%
COc1cccc(CN2CCNCC2)c1OC	-2%
CCCCCn1c(=O)c(C(=O)NCCc2ccccc2)c(O)c2ccccc21	0%[2.29 µM]
COc1cccc(-c2sc3ccccc3c2-c2ccc(OCCN3CCOCC3)cc2)c1	-10%
O=c1[nH]c(=S)[nH]c(O)c1N=Nc1cc(S(=O)(=O)Nc2ccc(Cl)cc2)ccc1Cl	4%
COC(=O)C1=C(c2ccc(OC)c(OC)c2)C[C@@H]2CC[C@H]1N2C(=O)NC(C)C	1%
COC(=O)C1=C(c2cccc(OCc3ccccc3)c2)C[C@@H]2CC[C@H]1N2C(=O)NCc1cccc(F)c1	-13%
c1ccc(-c2ccncc2)cc1	-3%
COC(=O)C1=C(c2ccc(Cl)c(C(F)(F)F)c2)C[C@@H]2CC[C@H]1N2C(=O)N1CCC(C)CC1	0%
CCN(CC)C(=O)c1ccc(NC(=O)COC(=O)c2ccc(Cl)s2)cc1	1%
CCCNC(=O)N1[C@H]2CC[C@@H]1C(C(=O)OC)=C(c1cccc(Cl)c1)C2	5%
O=c1c2ccccc2nc(-c2ccccc2F)n1-c1ccccc1	-3%
Cc1ccc(-n2c(CNCc3ccc(F)cc3)nc3ccccc3c2=O)cc1	1%
Cc1cc(C)cc(OCCOc2cccc(C=C3C(=O)NC(=O)NC3=O)c2)c1	13%
C[C@]12CC[C@H](O)C[C@@H]1CC[C@@H]1[C@@H]2CC[C@]2(C)[C@@H](C(=O)O)C[C@@H]12	13%
C[C@@H]1CCC2[C@@H](C)C(=O)O[C@@H]3OC4(C)CCC1[C@@]23OO4 (stereo partly specified)	3%
COC(=O)C1=C(c2ccc(F)cc2OCc2ccccc2)C[C@@H]2CC[C@H]1N2C(=O)NCc1ccc([N+](=O)[O-])cc1	-7%
COc1cc2c(c(OC)c1OC)-c1ccc(O)c(=O)cc1[C@@H](N)CC2	-5%
C=C[C@@]12CN(C)[C@H]3[C@H]1[C@@]1(C(=O)Nc4ccccc41)C1CC2[C@@H]3CO1	1%
CCCCn1c(=O)c(C(=O)Nc2ccccc2Cl)c(O)c2ccccc21	5%
COc1ccc(CN2CCN(C(=O)Cc3ccccc3)CC2)cc1Br	-2%
COC(=O)C1=C(c2ccc(F)cc2OCc2ccccc2)C[C@@H]2CC[C@H]1N2C(=O)NCc1ccc(C)cc1	-12%
C[C@]12CCC3C(CC[C@H]4C[C@@H](O)CC[C@]34C)[C@H]1CC[C@H]2O (stereo partly specified)	9%
COC(=O)C1=C(c2ccc(F)cc2OCc2ccccc2)C[C@@H]2CC[C@H]1N2C(=O)NCCOc1ccc(OC)cc1	0%
COC(=O)C1=C(c2ccccc2OCc2ccccc2)C[C@@H]2CC[C@H]1N2C(=O)NCCOc1ccccc1	2%
NC(=O)c1ccc(OCCC(O)N2CC=C(c3ccc(F)cc3)CC2)cc1 (stereo unspecified)	2%
COc1cc(C)cc2oc(=O)c(CC(=O)N3C[C@H]4C[C@@H](C3)c3cccc(=O)n3C4)c(C)c12	-2%
COc1ccc2[nH]cc(CCNCc3cccnc3)c2c1	0%
CCC1(c2ccc(-c3ccccc3)cc2)C(=O)NC(=O)NC1=O	2%

More records:
smiles	L3MBTL1 inh
O=C(Cc1ccccc1)N1CCN(Cc2ccc(F)cc2)CC1	-11%
CN1CCC(O)(c2cccs2)C(C(=O)c2cccs2)C1 (stereo unspecified)	1%
CC(C)C[C@H](NP(=O)(O)O[C@@H]1O[C@@H](C)[C@H](O)[C@@H](O)[C@H]1O)C(=O)N[C@@H](Cc1c[nH]c2ccccc12)C(=O)O	2%
COC(=O)C1=C(c2ccc(F)cc2OCc2ccccc2)C[C@@H]2CC[C@H]1N2C(=O)NC1CCCCC1	-4%
C[C@]12CCC3C(CC[C@H]4C[C@H](O)CC[C@]34C)C1CCC2=O (stereo partly specified)	5%
C[C@]12CC[C@@H](O)C[C@H]1CC[C@@H]1[C@@H]2CC[C@]2(C)C(=O)CC[C@@H]12	6%
CC(C)(C)c1ccc(O)c(N=Cc2c(O)ccc3ccccc23)c1	-4%
Fc1ccc(CNCCc2ccc3c(c2)OCO3)cc1	-2%
C=C[C@H]1CN2CC[C@H]1C[C@@H]2[C@@H](O)c1ccnc2ccccc12	-6%
COC(=O)C1=C(c2ccc(OC(F)(F)F)cc2)C[C@@H]2CC[C@H]1N2C(=O)NCCCOC(C)C	29%
CC(C)COc1ccc(Cc2c(O)[nH]c(=S)[nH]c2=O)cc1	-1%[2.29 µM]
Cc1cc(/C=C2\C(=O)NC(=O)N(c3cccc(F)c3)C2=O)c(C)n1-c1ccc(C(=O)O)c(Cl)c1	u
COC(=O)C1=C(c2ccc(-c3ccccc3)c(F)c2)C[C@@H]2CC[C@H]1N2C(=O)NCc1ccco1	-14%
Fc1ccc(N2CCN(Cc3cc4c(cc3Br)OCO4)CC2)cc1	-16%
CC(Cc1ccccc1)N1C(=O)c2ccccc2C1=O (stereo unspecified)	12%
COC(=O)C1=C(c2ccc(OC(F)(F)F)cc2)C[C@@H]2CC[C@H]1N2C(=O)NCCO	4%
CN1CCCC(C(=O)c2ccc(-c3ccccc3)cc2)C1 (stereo unspecified)	-3%
CC(Cc1ccccc1)/[N+]([O-])=C\c1ccc(C(F)(F)F)cc1 (stereo unspecified)	4%
CCN1CCN(Cc2cc3c(cc2[N+](=O)[O-])OCO3)CC1	-16%
Brc1ccccc1CNCCc1ccc2c(c1)OCO2	-1%
COC(=O)C1=C(c2ccc(F)cc2OCc2ccccc2)C[C@@H]2CC[C@H]1N2C(=O)NCc1cccc(OC)c1	-7%
C=CCN1CC[C@]23c4c5ccc(O)c4OC2C(O)C=CC3[C@H]1C5 (stereo partly specified)	-2%
Oc1ccc2c3c1O[C@H]1c4[nH]c5ccccc5c4C[C@@]4(O)[C@@H](C2)N(CC2CC2)CC[C@]314	2%
CCN1CCN(c2nc3c(c(=O)[nH]2)CCC3)CC1	-2%
O=C(O)c1ccccc1NC(=O)C1C2CCC(O2)C1C(=O)O (stereo unspecified)	-5%[2.29 µM]

The last 4 compounds of the part above are carried over, then new ones follow.
smiles	L3MBTL1 inh
C=CCN1CC[C@]23c4c5ccc(O)c4OC2C(O)C=CC3[C@H]1C5 (stereo partly specified)	-2%
Oc1ccc2c3c1O[C@H]1c4[nH]c5ccccc5c4C[C@@]4(O)[C@@H](C2)N(CC2CC2)CC[C@]314	2%
CCN1CCN(c2nc3c(c(=O)[nH]2)CCC3)CC1	-2%
O=C(O)c1ccccc1NC(=O)C1C2CCC(O2)C1C(=O)O (stereo unspecified)	-5%[2.29 µM]
O=C(NC1CC2CCCC(C1)N2)c1ccccc1 (stereo unspecified)	13%
C[C@H]1CC2C3CC=C4C[C@@H](O)CC[C@]4(C)C3CC[C@]2(C)[C@H]1O (stereo partly specified)	4%
O=C(CCc1ccc(O)cc1)N1C[C@H]2C[C@@H](C1)c1cccc(=O)n1C2	29%
O=C1CC(=O)N(c2cccc(F)c2)C(=O)N1	-1%
COC(=O)C1=C(c2ccc(OC(F)(F)F)cc2)C[C@@H]2CC[C@H]1N2C(=O)NC(C)C	5%
COC(=O)C1=C(c2ccc(C(C)=O)cc2)C[C@@H]2CC[C@H]1N2C(=O)NC1CCCCC1	-2%

Given as labelled records: part of the list above.
Structure: C[C@H]1CC2C3CC=C4C[C@@H](O)CC[C@]4(C)C3CC[C@]2(C)[C@H]1O (stereo partly specified)
  L3MBTL1 inh = 4%

Structure: COC(=O)C1=C(c2ccc(OC(F)(F)F)cc2)C[C@@H]2CC[C@H]1N2C(=O)NC(C)C
  L3MBTL1 inh = 5%

Structure: O=C(CCc1ccc(O)cc1)N1C[C@H]2C[C@@H](C1)c1cccc(=O)n1C2
  L3MBTL1 inh = 29%

Structure: COC(=O)C1=C(c2ccc(C(C)=O)cc2)C[C@@H]2CC[C@H]1N2C(=O)NC1CCCCC1
  L3MBTL1 inh = -2%
